Pf Dd2 growth = blocks growth of Plasmodium falciparum Dd2 parasites; P. falciparum Dd2 growth, SYBR Green, 72 h; active compounds read low; activity change, % at 10 µM; actives 2.3% (n = 94,000); AID 1159554; in the data active means activity change below about -80%; inconclusive means no clear call, values can overlap the other calls
Tcruzi prolif = T. cruzi proliferation inhibition; T. cruzi beta-gal in NIH3T3, GalScreen luminescence, 90 h; inhibition, % at 8.34 µM; actives 5.9% (n = 77,000); AID 624255;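 active means mean inhibition above about 93%, with at least 55% of replicates each passing it, limit read from the data, passing the limit was not always enough; inconclusive means only one of those two conditions holds; inactive means neither condition holds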
C diff HTS = inhibitors of Clostridium difficile growth | actives 0.25% (n = 86,000) | growth activity, negative = inhibition, % at 16 µg/mL (by protocol) | Clostridium difficile clinical isolate growth, OD600, 24 h; active compounds read low;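 active means mean growth activity at or below -80% and every replicate also at or below -80%; inconclusive means mean at or below -80% but some replicate above -80%; inactive means mean growth activity above -80%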;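 further: 0% = DMSO wells and -100% = levofloxacin 16 µg/mL wells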
KDM4C inh = KDM4C (human) demethylase inhibition | actives 0.15% (n = 96,000) | GST-KDM4C 2-372, H3K9me3 peptide, LANCE TR-FRET | inhibition, % at 12.5 µM;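 active means mean replicate inhibition above about 25%, with at least 55% of replicates also reaching it, limit read from the data, passing the limit was not always enough; inconclusive means only one of those two conditions met; inactive means neither condition met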
Target sequence (Q9H3R0 2-372 limits assumed): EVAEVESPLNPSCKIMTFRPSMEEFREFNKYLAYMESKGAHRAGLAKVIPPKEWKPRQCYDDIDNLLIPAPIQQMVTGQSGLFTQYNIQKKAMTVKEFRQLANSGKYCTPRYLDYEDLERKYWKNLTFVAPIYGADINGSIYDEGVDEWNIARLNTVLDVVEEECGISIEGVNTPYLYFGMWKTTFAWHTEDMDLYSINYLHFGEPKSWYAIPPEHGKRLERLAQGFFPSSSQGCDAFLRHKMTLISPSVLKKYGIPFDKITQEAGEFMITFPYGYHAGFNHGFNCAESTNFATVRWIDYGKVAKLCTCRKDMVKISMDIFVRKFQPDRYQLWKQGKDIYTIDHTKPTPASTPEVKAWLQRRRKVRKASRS
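System: N-terminal GST-fused human GASC-1 (KDM4C) fragment, residues 2-372; amount: enzyme final amount 10 nM; incubation: reaction 30 min RT, detection step 1 h RT; medium: HEPES buffer, pH 7.5, plus ascorbate; technique: LANCE TR-FRET, Eu antibody, ULight-streptavidin, EDTA, ex 340 nm, em 618/671 nm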
An asterisk follows results filed as active; ? = inconclusive; . = no result given; & = joins results of further samples.

SMILES	Pf Dd2 growth	Tcruzi prolif	C diff HTS	KDM4C inh
COc1ccc(CN(C)C[C@H]2Oc3c(NC(=O)Nc4ccc(F)cc4)cccc3C(=O)N([C@H](C)CO)C[C@H]2C)cc1	-16	-55	1	0.4
Cc1ccc(-c2cnc3c(c2)C(=O)N([C@@H](C)CO)C[C@@H](C)[C@H](CN(C)CC2CCOCC2)O3)cc1	4	-142	5	0.3
NCC[C@@H]1CC[C@H](NC(=O)Nc2ccc(F)cc2)[C@H](CO)O1	29	-15	-3	-1.4
COc1ccc(S(=O)(=O)N(C)C[C@@H]2OCCCC[C@H](C)Oc3ccc(NC(=O)Nc4ccc(C(F)(F)F)cc4)cc3C(=O)N([C@H](C)CO)C[C@H]2C)cc1	-83*	79	0	.
CCCC#Cc1cnc2c(c1)C(=O)N([C@@H](C)CO)C[C@@H](C)[C@H](CN(C)Cc1ccccc1)O2	-14	-52	1	0.3
O=S(=O)(Cc1ccccc1)NCC[C@@H]1CC[C@H](NS(=O)(=O)c2ccc(F)cc2)[C@H](CO)O1	-20	-68	-4	-1.1
C[C@H](CO)N1C[C@H](C)[C@H](CN(C)C(=O)c2ccc(F)cc2)Oc2ncc(-c3ccc(F)cc3)cc2C1=O	.	13	-6	2.1
O=C(NCC[C@@H]1CC[C@H](NC(=O)c2ccccc2F)[C@H](CO)O1)c1ccc2c(c1)OCO2	2	-93	.	1.0
C[C@H]1CN([C@@H](C)CO)C(=O)CCCn2cc(nn2)CO[C@@H]1CN(C)S(=O)(=O)c1cccc(F)c1	-28&-25	7&31	.	-2.2
C[C@@H]1CN([C@H](C)CO)S(=O)(=O)c2ccc(-c3cncnc3)cc2O[C@@H]1CN(C)C(=O)c1ccc2c(c1)OCO2	-15	25	0	3.6
COc1ccc(S(=O)(=O)Nc2ccc3c(c2)C(=O)N([C@H](C)CO)C[C@H](C)[C@@H](CN(C)C(=O)Nc2ccccc2)OCCCC[C@@H](C)O3)cc1	-29	-11	-2	-1.7
C[C@@H]1CCCCO[C@@H](CN(C)C(=O)C2CCCCC2)[C@H](C)CN([C@@H](C)CO)C(=O)c2cc(NC(=O)c3ccncc3)ccc2O1	-20	61	-2	-2.2

Retrieved by compound from the entries so far, four records:
SMILES	Pf Dd2 growth	Tcruzi prolif	C diff HTS	KDM4C inh
C[C@H]1CN([C@@H](C)CO)C(=O)CCCn2cc(nn2)CO[C@@H]1CN(C)S(=O)(=O)c1cccc(F)c1	-28&-25	7&31	.	-2.2
O=S(=O)(Cc1ccccc1)NCC[C@@H]1CC[C@H](NS(=O)(=O)c2ccc(F)cc2)[C@H](CO)O1	-20	-68	-4	-1.1
COc1ccc(S(=O)(=O)Nc2ccc3c(c2)C(=O)N([C@H](C)CO)C[C@H](C)[C@@H](CN(C)C(=O)Nc2ccccc2)OCCCC[C@@H](C)O3)cc1	-29	-11	-2	-1.7
NCC[C@@H]1CC[C@H](NC(=O)Nc2ccc(F)cc2)[C@H](CO)O1	29	-15	-3	-1.4

Next section:
SMILES	Pf Dd2 growth	Tcruzi prolif	C diff HTS	KDM4C inh
C[C@@H]1CN([C@H](C)CO)C(=O)c2cc(NS(=O)(=O)c3ccc(Cl)cc3)ccc2O[C@@H]1CN(C)S(=O)(=O)c1ccc(Cl)cc1	33	73	4	-1.2
C[C@H](CO)N1C[C@H](C)[C@@H](CN(C)CC2CCCCC2)OCCCC[C@H](C)Oc2ccc(NC(=O)CCC(F)(F)F)cc2C1=O	31	80	9	-4.1
COc1ccc(S(=O)(=O)N(C)C[C@@H]2OCCCC[C@H](C)Oc3ccc(NC(=O)CCC(F)(F)F)cc3C(=O)N([C@@H](C)CO)C[C@@H]2C)cc1	-73	77	2	-0.1
CCC(=O)N1C[C@@H]2[C@H](c3ccccc31)[C@H](CO)N2C(=O)Nc1ccccc1	-3	-19	-6	-1.0
CN(C)CC(=O)Nc1ccc2c(c1)[C@@H]1C[C@@H](CC(=O)NC3CCCCC3)O[C@H](CO)[C@@H]1O2	15	19	.	-1.6
COc1ccc(S(=O)(=O)Nc2cccc3c2O[C@@H](CN(C)S(=O)(=O)c2c(C)noc2C)[C@H](C)CN([C@H](C)CO)C3=O)cc1	3	-33	.	0.6
COc1ccc(S(=O)(=O)Nc2ccc3c(c2)CC(=O)N([C@H](C)CO)C[C@H](C)[C@@H](CN(C)S(=O)(=O)c2ccc(F)cc2)O3)cc1	-50	9	0	27*
CC(C)CC#Cc1ccc([C@@H]2[C@@H](CO)N3C(=O)CN(C(=O)c4ccccn4)C[C@@H]23)cc1	-20	.	-12	-0.5
C[C@@H]1CN([C@@H](C)CO)C(=O)Cc2cc(NS(=O)(=O)c3ccc(F)cc3)ccc2O[C@H]1CN(C)S(=O)(=O)c1cn(C)cn1	18	-24	13	0.1
CCCc1cn(CC[C@H]2CC[C@H](NC(=O)C3CCCC3)[C@@H](CO)O2)nn1	6	.	-2	0.0
CCC(=O)N1C[C@H]2[C@@H](c3ccccc31)[C@@H](CO)N2C(=O)CC1CC1	1	-34	0	-0.3
O=S(=O)(c1ccccc1F)N1CCCCN2[C@H](C1)[C@H](c1ccc(-c3cccnc3)cc1)[C@@H]2CO	24	100*	-4	0.1

Three entries from above, sorted by the number in C diff HTS, lowest first:
molecule | Pf Dd2 growth | C diff HTS | KDM4C inh
CC(C)CC#Cc1ccc([C@@H]2[C@@H](CO)N3C(=O)CN(C(=O)c4ccccn4)C[C@@H]23)cc1 | -20 | -12 | -0.5
O=S(=O)(Cc1ccccc1)NCC[C@@H]1CC[C@H](NS(=O)(=O)c2ccc(F)cc2)[C@H](CO)O1 | -20 | -4 | -1.1
Cc1ccc(-c2cnc3c(c2)C(=O)N([C@@H](C)CO)C[C@@H](C)[C@H](CN(C)CC2CCOCC2)O3)cc1 | 4 | 5 | 0.3

The list goes on:
SMILES	Pf Dd2 growth	Tcruzi prolif	C diff HTS	KDM4C inh
O=C(C[C@H]1CC[C@H]2[C@@H](COC[C@@H](O)CN2C(=O)Nc2ccc(Cl)cc2)O1)NCC1CCCCC1	7	-10	88&-9	-3.6
CN1C(=O)c2cc(NC(=O)c3ccc4c(c3)OCO4)ccc2OC[C@@H]2O[C@H](CC(=O)O)CC[C@@H]21	-9	16	0	-0.4
COCC(=O)N(C)C[C@H]1Oc2cc(C3=CCCC3)ccc2S(=O)(=O)N([C@H](C)CO)C[C@@H]1C	35	.	0	-0.5
O=C1CN(Cc2ccc(F)cc2)C[C@H]2[C@@H](c3ccc(-c4ccccc4F)cc3)[C@@H](CO)N12	-32	.	2	-3.0
COCC(=O)N1C[C@H](C)[C@@H](OC)CN(C)C(=O)c2cc(NC(=O)c3cc(C)on3)ccc2OC[C@@H]1C	11	-28	.	-1.1
CCC(=O)Nc1ccc2c(c1)C(=O)N(C)C[C@H](OC)[C@@H](C)CN(C(=O)c1cnccn1)[C@@H](C)CO2	9	25	.	1.8
COc1cccc(-c2ccc3c(c2)[C@H]2[C@H](CCN2S(=O)(=O)c2ccc(F)cc2)[C@H](CO)N3C)c1	8	101*	-6	-1.4
CC(=O)N(C)C[C@@H]1Oc2cc(-c3cccc(F)c3)ccc2S(=O)(=O)N([C@H](C)CO)C[C@@H]1C	-43	26	-1	2.0
C[C@@H]1CN([C@H](C)CO)C(=O)c2cc(NC(=O)CCC(F)(F)F)ccc2O[C@@H](C)CCCCO[C@H]1CN(C)S(C)(=O)=O	46	44	3	-0.8
O=C(C[C@H]1CC[C@H](NC(=O)Nc2ccccc2F)[C@@H](CO)O1)NCc1ccc(F)cc1	3	.	10	-1.9
C[C@@H]1CN([C@@H](C)CO)C(=O)c2cc(NC(=O)CCCN(C)C)ccc2O[C@@H](C)CCCCO[C@@H]1CN(C)S(=O)(=O)c1ccc(Cl)cc1	-62	25	-1	0.8
O=C(C1CCC1)N1CC(=O)N2[C@H](C1)[C@@H](c1ccc(C#CCc3ccccc3)cc1)[C@@H]2CO	-70	.	-31	3.9
O=C(CC1CC1)N1CC[C@@H]2[C@@H](CO)Nc3ccc(-c4ccccc4)cc3[C@@H]21	5	42	0	-2.1
C[C@@H]1CN([C@H](C)CO)C(=O)c2cc(C#Cc3cccnc3)cnc2O[C@@H]1CN(C)S(=O)(=O)c1ccccc1F	-5	43	-2	-2.4
Cc1ccc(S(=O)(=O)Nc2ccc3c(c2)CC(=O)N([C@@H](C)CO)C[C@@H](C)[C@@H](CN(C)S(=O)(=O)c2ccc(Cl)cc2)O3)cc1	-65	83	11	-0.7
Cc1ccc(S(=O)(=O)Nc2ccc3c(c2)C(=O)N(C)[C@H]2CC[C@@H](CC(=O)O)O[C@@H]2CO3)cc1	11	-27	-3	-2.8
COc1ccccc1CNC(=O)C[C@@H]1C[C@H]2c3cc(NC(=O)CC4CC4)ccc3O[C@H]2[C@H](CO)O1	-5	-19	0	-1.0
CO[C@H]1CN(C)C(=O)c2ccc(NC(=O)c3cc(C)on3)cc2OC[C@@H](C)N(C(=O)C2CC2)C[C@@H]1C	.	10	.	1.2
CCC(=O)N[C@@H]1CC[C@@H](CC(=O)OC)O[C@@H]1CO	15	-17	.	-0.9
CO[C@H]1CN(C)C(=O)c2ccc(NC(=O)Nc3ccc(Cl)cc3)cc2OC[C@@H](C)N(C)C[C@@H]1C	.	-14	2	-0.8
CCCNC(=O)N(C)C[C@@H]1Oc2cc(C#CCOC)ccc2S(=O)(=O)N([C@@H](C)CO)C[C@@H]1C	-15	-26	0	0.6
C[C@H](CO)N1C[C@H](C)[C@H](CN(C)Cc2ccc(C(=O)O)cc2)Oc2c(NC(=O)c3ccc(-c4nccs4)cc3)cccc2C1=O	1	-177	4	-4.3
C[C@H]1CCCCO[C@@H](CN(C)S(=O)(=O)c2ccccc2)[C@@H](C)CN([C@@H](C)CO)C(=O)c2cc(NC(=O)CCC(F)(F)F)ccc2O1	-70	30	6	-2.4
Cc1cc(C(=O)Nc2ccc3c(c2)C(=O)N(C)[C@H]2CC[C@@H](CC(=O)N[C@H](C)c4ccccc4)O[C@H]2CO3)no1	-7	53	-1	-0.9
C[C@@H]1CN([C@@H](C)CO)C(=O)c2cc(NC(=O)Nc3ccc4c(c3)OCO4)ccc2O[C@@H]1CN(C)S(=O)(=O)c1ccc(Cl)cc1	8	52	0	1.1
O=C(C1CCOCC1)N1C[C@@H]2[C@H](c3ccccc31)[C@@H](CO)N2C(=O)Cc1ccccn1	2	9	-1	0.9
C[C@H](CO)N1C[C@H](C)[C@@H](CN(C)Cc2ccc3c(c2)OCCO3)OCc2cnnn2CCCC1=O	-4	-9	.	0.6
COc1ccccc1-c1ccc2n(c1=O)C[C@H]1[C@H](CO)[C@@H](C(=O)NCCCN(C)C)N(C(C)=O)[C@@H]21	11	11	-4	2.8
O=C(Nc1ccc2c(c1)OCO2)N[C@@H]1CC[C@H](CCNC(=O)C2CCCCC2)O[C@H]1CO	9	.	-1	0.6
C[C@H]1CN([C@@H](C)CO)C(=O)c2cc(N(C)C)ccc2O[C@H]1CN(C)Cc1ccccc1	20	0	-5	2.1
CC=Cc1ccc2n(c1=O)C[C@@H]1[C@@H](CO)[C@H](C(=O)NCC3CC3)[C@H]2N1CCC(F)(F)F (mixture of isomers)	-16	38	-1	-0.9
C[C@H](CO)N1C[C@H](C)[C@H](CN(C)Cc2ccncc2)Oc2ncc(/C=C/c3ccccc3)cc2C1=O	-14&1	61&75	2&1	0.2
C[C@@H]1CN([C@H](C)CO)C(=O)Cc2cc(NC(=O)C3CC3)ccc2O[C@@H]1CN(C)C(=O)Nc1ccc(C(F)(F)F)cc1	-8	40	0	-1.4
C[C@@H]1CN([C@H](C)CO)C(=O)c2cc(-c3ccccc3)cnc2O[C@@H]1CN(C)C(=O)Cc1ccccn1	5	7	-1	-0.2
C[C@@H]1CN([C@@H](C)CO)C(=O)c2cc(NC(=O)c3ccncc3)ccc2O[C@H]1CN(C)S(C)(=O)=O	-4	-43	0	0.1
COc1ccc(-c2cnc3c(c2)C(=O)N([C@H](C)CO)C[C@@H](C)[C@@H](CN(C)Cc2ccc(C(=O)O)cc2)O3)cc1	-2	-24	-1	-0.5
C[C@@H]1CN([C@H](C)CO)C(=O)c2cc(NC(=O)Nc3ccc(C(F)(F)F)cc3)ccc2O[C@@H](C)CCCCO[C@H]1CN(C)C(=O)c1ccccc1	-18	?	-7	-0.2
C[C@H]1CN([C@@H](C)CO)C(=O)c2cccc(NS(=O)(=O)c3cn(C)cn3)c2O[C@@H]1CN(C)S(=O)(=O)c1cccs1	0	-13	-3	-1.5
CN(C)C(=O)c1ccc(-c2ccccc2[C@@H]2[C@H](C#N)N(C(=O)C3CCC3)[C@H]2CO)cc1	9	.	8	-1.1
O=C(c1cccc(F)c1)N1CC[C@@H]2[C@@H](CO)Nc3ccc(-c4ccccc4)cc3[C@@H]21	-62	.	-4	-0.3
C[C@@H]1CN([C@H](C)CO)C(=O)Cc2cc(NC(=O)Nc3ccccc3)ccc2O[C@H]1CN(C)S(=O)(=O)c1cn(C)cn1	14	2	10	-0.3
N#C[C@H]1[C@H](c2ccc(-c3ccccc3)cc2)[C@H](CO)N1C(=O)Cc1ccncc1	-80	102*	4	-3.7

Compound activity from PubChem.
